ATXN2 expr inh: inhibitors of ATXN2 expression. HEK-293 ATXN2-luciferase reporter, luminescence, 24 h. Potency, µM (series often up to 57 µM), inactives show top-dose activity change, negative = inhibition, usual class: inhibitors. 360,000 tested, 0.72% active. AID 1745845; further: potency means the concentration at half of the fitted maximal effect; on the % scale 0 is the no-effect control and ±100 the full control effect; nearly all actives have a fitted effect of over 55% in size
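qHTS (up to 57 uM final) was run with 24 h compound exposure of reporter cells at 37 °C. Each well was multiplexed: SteadyGlo luminescence measured ATXN2-luciferase expression after a fluorogenic Gly-Phe-AFC viability readout (25 uM final).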
Nrf2 activator: Nrf2 pathway activation; AREc32 ARE-luciferase reporter (MCF7-derived line), luminescence, 24 h; Potency, µM (titrated, usually from 46.1 µM), inactives show top-dose activation, usual class: activators; 410,000 tested, 0.31% active; AID 624171; further: potency means the concentration at half of the fitted maximal effect; % of control where 0% means no effect; nearly all actives have a fitted effect of over 65% in size
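ARE activation measured as luciferase luminescence (Steady-Glo, 30 min RT) in AREc32_Fluc cells after 24 hr compound exposure at 37 deg C, 5% CO2; cells seeded overnight at 1000/well in OPTI-MEM, 5% FBS.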
TGFb SMAD3 inh: blocks TGF-b signaling; Potency, µM (highest dose often 46.1 µM), without a hit: top-dose activity, negative = inhibition, usual class: inhibitors; HepG2 CAGA-GFP TGF-b/SMAD3 reporter, GFP fluorescence, 18 h; TGF-beta stimulated, 500 pg/mL final; AID 588855; 410,000 tested, 1.2% active; further: potency means the concentration at half of the fitted maximal effect; on the % scale 0 is the no-effect control and ±100 the full control effect; nearly all actives have a fitted effect of over 65% in size
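Smad-responsive CAGA-GFP expression was quantified in HEPG2 cells exposed to compounds and 500 pg/mL final TGF-beta for 18 h at 37 degrees C; unstimulated wells defined full inhibition.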
IL1B secr inh: inflammasome signaling inhibition, IL-1 beta readout | THP-1 LPS/ATP IL-1B secretion, AlphaLISA, 16 h; stronger effect = lower value | activity change, % at 57.5 µM | 360,000 tested, 4.7% active | AID 743279; in the data active means activity change below about -50%; inconclusive means mostly about -30% to -49%; further: on the % scale 0 is the no-effect control and ±100 the full control effect
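THP-1 cells pretreated 1 hr with compounds (up to 57.5 uM final), then stimulated with LPS (250 ng/mL final) plus ATP (1.25 mM final); secreted IL-1B measured by AlphaLISA after 16 hr, decreased signal indicating inhibition.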
A549 tox: kills or reduces viability of A549 cells in Nrf2 counter-screen | A549 ARE-Fluc cells, CellTiter-Fluor viability, 18-24 h | Potency, µM (doses to about 46 µM), inactives show top-dose activity change, negative = cytotoxicity, most hits filed as inhibitors | 390,000 tested, 0.16% active; further: potency means the concentration at half of the fitted maximal effect; on the % scale 0 is the no-effect control and ±100 the full control effect
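Cytotoxicity counterscreen: CellTiter-Fluor fluorescence was measured in A549 ARE_Fluc cells after 18-24 h of compound exposure in a concentration series. The subsequent BugLite luminescent read reports ARE-luciferase activity.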
HepG2 viability: counter-screen for TGF-b inhibitors: cytotoxicity in HepG2 cells | 410,000 tested, 0.76% active | HepG2 CAGA-GFP viability, ATP luminescence, 18 h | Potency, µM (doses to about 46.1 µM), without a hit: at the highest dose activity change, negative = cytotoxicity, most hits filed as cytotoxic; further: potency means the concentration at half of the fitted maximal effect; some results filed as inactive show a strong effect at the top dose
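CellTiter-Glo luminescence gave cytotoxicity after 18 hours at 37 degrees C. The cells were HepG2 CAGA-GFP in 1% FBS DMEM, stimulated with 500 pg/mL TGF-beta after compound addition. %Activity was normalised to no-cell wells (complete cell-killing) and DMSO (no toxicity), and curves were fitted and classified.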
Nrf2 inh: inhibitors of Nrf2 signaling; AID 504444; Potency, µM (doses to about 46 µM), inactives show top-dose activity change, negative = inhibition, most hits filed as inhibitors; A549 ARE-Fluc reporter, luciferase luminescence, 18-24 h; 360,000 tested, 2.1% active; further: potency means the concentration at half of the fitted maximal effect; on the % scale 0 is the no-effect control and ±100 the full control effect; nearly all actives have a fitted effect of over 60% in size
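Nrf2 function is reported as luminescence of an ARE-controlled luciferase in A549 cells. Compounds were tested at several concentrations, and a CellTiter-Fluor read on the same wells flagged cytotoxicity.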
S2 tox: cell viability loss in ATXN counter-screen | S2 cells (HEK-293 line with an ATXN2-luciferase reporter) viability, CellTiter-Fluor protease fluorescence, 24 h | Potency, µM (series often up to 56.7 µM), hits mostly cytotoxic | 400,000 tested, 0.49% active; further: potency means the concentration at half of the fitted maximal effect; nearly all actives have a fitted effect of over 40% in size
MCF10A rerep: DNA re-replication induction in MCF 10a cells; 350,000 tested, 2.9% active; AID 624296; Potency, µM (doses to about 46.1 µM), inactives show at the highest dose activity, positive = re-replication, most hits filed as activators; MCF 10A DNA re-replication, Hoechst nuclear intensity, 48 h; further: potency means the concentration at half of the fitted maximal effect; % of control where 0% means no effect; nearly all actives have a fitted effect of over 50% in size
An asterisk follows results filed as active; i = inactive; ? = inconclusive; . = not tested or not shown; & = joins results of further samples; [ ] = another dose, or the depositor's remark. Unless noted, the call rests on the fitted dose curve; in most records, active means well fitted curve in the direction sought with a large enough effect; inconclusive means small, poorly fitted or top-dose-only effect, or another doubt; inactive means no such curve, though single readings can be large; an effect the other way counts as inactive or inconclusive.

SMILES | ATXN2 expr inh | Nrf2 activator | TGFb SMAD3 inh | IL1B secr inh | A549 tox | HepG2 viability | Nrf2 inh | S2 tox | MCF10A rerep
CCOC(=O)CN1C(=O)C(=O)N(Cc2c(Cl)cccc2Cl)C1=O | -7.9% | -0.8% | 0.0% | -12.5 | 2.8% | -35.4% | -5.1% | i | -1.2%
COc1cc(OC)cc(C(=O)N[C@H](C(=O)Nc2nc(-c3cc(OC)ccc3OC)cs2)C(C)C)c1 | 1.2% | 3.1% | -12.3% | . | -1.0% | 8.9% | ? | i | -2.8%
O=C(Nc1nc2ccc(F)cc2s1)c1ccccn1 | ? | -0.8% | ? | -95.5* | ? | -34.9% | ? | ? | 18.4µM*
CN(C)S(=O)(=O)c1ccc(N2CCCC2)c(C(=O)Nc2nc(-c3ccc(F)c(F)c3)cs2)c1 | 12.6% | -0.5% | 4.5% | -6.2 | -5.9% | -13.2% | -9.2% | ? | 8.5%
Cc1ccc(N/C(N)=N/c2nc(CSc3ccc(C)cc3)cc(=O)[nH]2)cc1 | -5.5% | 3.3% | -4.4% | 2.3 | -2.0% | 7.1% | 6.9% | i | -4.6%
CC1CCC(C(C)C)C(OC(=O)Cn2nnc3c(cnn3-c3ccccc3)c2=O)C1 (stereo unspecified) | -6.6% | -0.8% | -0.7% | 27.4 | 2.8% | -3.2% | 1.1% | i | ?
CCC(C)[C@H](NC(=O)NCc1ccc(S(N)(=O)=O)cc1)C(=O)O (stereo partly specified) | -7.1% | 0.0% | 2.9% | 14.0 | 1.7% | 4.3% | -8.6% | i | -11.5%
CCSc1nnc(NC(=O)C2CCCCC2C(=O)O)s1 (stereo unspecified) | -3.6% | -0.2% | -20.7% | 23.3 | 6.7% | -5.5% | 2.3% | i | 1.0%
Cc1cccc(NC(=O)c2cccnc2Cl)n1 | 19.7% | -0.4% | 0.7% | 6.2 | -2.2% | -3.8% | 4.0% | i | -3.7%
COC(=O)COn1c(-n2nc(C)cc2C)nc2ccccc2c1=O | -5.2% | -0.3% | 1.2% | 13.6 | -14.5% | -1.3% | -12.9% | i | 9.1%
COc1ccc(Oc2cnc3ccccc3n2)cc1 | . | 2.1% | 13.4% | 0.0 | -4.4% | 0.6% | ? | i | 1.0%
COc1ccccc1NC(=O)C1=C(C)Nc2nc(SCc3ccccc3Cl)nn2C1c1ccncc1 (stereo unspecified) | 4.5% | -0.8% | ? | . | 0.2% | -1.2% | 3.3%[9.27 µM] | i | .
O=C1[C@H]2[C@H](ON3CCCC[C@H]23)C(=O)N1c1ccc(Cl)cc1 | -26.2% | 1.8% | 11.3% | -3.2 | -5.9% | 4.2% | ? | ? | -0.1%
CCOC(=O)C1(CCSC)NC(c2ccco2)C2C(=O)N(CC)C(=O)C21 (stereo unspecified) | 2.6% | 0.7% | 5.3% | 8.1 | -2.3% | -28.8% | -1.7% | i | -2.2%
CCC(=O)NC(=S)Nc1ccccc1C(=O)OC | 6.1% | 0.0% | 0.0% | -9.3 | 1.5% | 2.7% | 2.8% | ? | -2.9%
COc1ccc(-c2c3c([nH]c(=S)c2C#N)CCC3)cc1 | 6.9% | -0.4% | -0.1% | 22.5 | -5.2% | -22.9% | -3.6% | i | 6.4%
O=C(CC1NC2CCCCC2NC1=O)Nc1ccc2c(c1)OCO2 (stereo unspecified) | 6.3% | 0.3% | -2.0% | -8.6 | -24.4% | 2.3% | 0.9% | i | 0.0%
O=C(Cc1cccs1)Nc1cc(S(=O)(=O)N2CCCCC2)ccc1Cl | -12.0% | -0.3% | -6.5% | -4.9 | -3.5% | -12.9% | -18.2% | i | -3.0%
Cc1nnc(SCc2cn3ccsc3n2)n(N)c1=O | 0.4% | 0.5% | 10.1% | 13.7 | -3.8% | -0.9% | 15.8% | i | -1.2%
CCC1Nc2ncnc(N3CCN(c4ccccc4)CC3)c2N(Cc2ccc(OC)cc2)C1=O (stereo unspecified) | 4.6% | 3.9% | -22.2% | -15.5 | -10.2% | -5.6% | -11.9% | i | ?
CC1(C)OC(=O)C2=C(C[C@@H](C3CC3)O[C@H]2c2ccc(Cl)cc2)O1 | -8.5% | -1.0% | . | 6.0 | . | . | . | i | .
O=[N+]([O-])c1ccc(-n2nnnc2-c2ccccc2)cc1 | . | 0.4% | -4.1% | 12.5 | 5.6% | 1.1% | -3.0% | i | ?
CCOc1ccc(N=C2SCCCN2C(=O)c2c(CC)noc2C)cc1 | 9.0% | -0.2% | -2.1% | 3.0 | -0.1% | 5.3% | 7.4% | i | 2.6%
C[C@H]1NS(=O)(=O)c2ccc(Br)cc2O[C@H]1c1ccccc1 | 2.9% | 0.5% | ? | 32.8 | -0.7% | -3.0% | 21.6% | i | -5.4%
COc1ccccc1N(CC(=O)N/N=C/c1ccccc1C(=O)O)S(C)(=O)=O | -10.8% | -0.2% | -9.4% | -8.6 | 3.5% | -28.6% | 7.9% | i | 3.3%
Cc1ccccc1OCCCCCNCCO | -5.0% | -0.2% | 9.8% | 0.9 | 0.2% | -25.3% | 1.7% | i | 24.7%
O=C(NCc1ccco1)c1cc(-c2ccco2)on1 | 1.9% | 23.0% | -2.0% | -19.6 | 15.4% | -14.7% | . | i | -1.0%
COc1ccc(NC(=O)N(C)C[C@H]2Oc3ccc(NS(=O)(=O)c4cn(C)cn4)cc3C(=O)N([C@H](C)CO)C[C@@H]2C)cc1 | 9.5% | 0.5% | 0.3% | 0.7 | 2.7% | 1.3% | 7.2% | i | 4.0%
c1ccc(C(c2nnnn2Cc2ccco2)N2CCN(c3nc4ccccc4s3)CC2)cc1 (stereo unspecified) | -13.5% | 0.3% | -2.1% | -13.0 | -12.4% | 3.2% | ? | ? | 20.6%
COc1cc2oc(=O)cc(-c3ccc(-c4ccc(O)cc4)cc3)c2c(OC)c1OC | ? | 0.6% | 11.2µM* | -13.9 | 1.2% | -14.3% | -26.4% | ? | ?
COc1ccc(C(=O)OCC(N)=O)cc1[N+](=O)[O-] | -21.2% | -0.1% | 16.6% | 17.7 | 2.1% | 14.3% | 3.2% | i | 1.7%
Cc1cc(=O)oc2ccc(OCC(=O)N3CCC(C)CC3)cc12 | 1.9% | 8.4% | -15.3% | -11.8 | -3.5% | 1.2% | . | ? | 1.2%
COC(=O)c1c(CSc2ccc(C)c(C)c2)noc1C(=O)NCc1ccc(OC)cc1 | -6.5% | 2.9% | -30.0% | ? | 2.4% | -21.7% | ? | i | 130.3%
COC(=O)C1(NC(=O)NC23CC4CC(CC(C4)C2)C3)CCCCC1 | . | -0.4% | -4.6% | -2.7 | 1.4% | -12.5% | -0.9% | i | -0.5%
O=C(CN(Cc1ccccc1Cl)C(=O)Cn1nnc(-c2cccs2)n1)NCC1CCCO1 (stereo unspecified) | -18.4% | -0.5% | ? | -4.5 | -0.4% | -22.6% | -20.0% | i | 1.4%
COc1cc(C2NC(=O)NC(O)(C(F)(F)F)C2C(=O)c2ccc(Cl)cc2)ccc1O (stereo unspecified) | 0.9% | 2.6% | 7.3% | -2.9 | 1.3% | -21.2% | 3.7% | ? | 11.6%
O=C(COc1ccc(Br)cc1Cl)NCCCN1CCOCC1 | 1.6% | -0.2% | 0.9% | 0.0 | -0.9% | 7.5% | 3.8% | i | -2.7%
COc1ccc(OC)c(NC(=O)c2cccc(S(=O)(=O)N(Cc3ccccc3)c3ccccc3OC)c2)c1 | 0.7% | 0.2% | 3.2% | 7.2 | 6.3% | 4.2% | 7.1% | i | ?
Cc1ccc(CSc2nc3ccccc3c(=O)n2C)cc1 | 2.2% | 9.5% | -13.6% | 54.5 | -1.3% | 0.9% | ? | . | 18.2%
O=C(Nc1ccncc1)Nc1cccc(Cl)c1 | -19.1% | 2.5% | -11.9% | -12.4 | -0.5% | -24.0% | 8.1% | i | -15.7%
C/C(=C\c1ccc(C(=O)O)cc1)c1ccc2c(c1)C(C)(C)CCC2(C)C | 6.6% | -1.1% | 20.2% | 30.8 | -11.9% | 16.9% | -14.9% | i | 3.4%
Cc1ccc(CNC(=O)CCCCn2c(=O)c3ccccc3n(Cc3ccc(C)cc3)c2=O)cc1 | 16.4% | -0.2% | -5.4% | . | 1.8% | 5.0% | 4.1% | i | .
Cc1ccsc1CNC1CCCCC1 | 26.2% | -0.6% | -13.9% | 5.0 | -2.8% | -11.9% | -11.0% | ? | 7.0%
Cc1cccc(C)c1Nc1nnc(SCC(=O)NCCCN2CCCC2=O)s1 | -17.2% | 0.1% | -1.9% | 13.6 | 0.4% | 7.0% | 2.2% | i | -0.2%
O=C(O)C[C@H]1c2ccccc2S(=O)(=O)N1C1CCCCC1 | 2.7% | -0.2% | -12.6%&-5.9% | 4.6 | -3.0% | -1.5%&-1.6% | 0.2% | i | -8.3%
CC(=O)Nc1ccc(/C=N/Nc2nc3ccccc3s2)cc1 | . | 7.3% | 14.0% | 51.6 | 0.5% | 6.1% | ? | i | 3.0%
C[C@@H]1CCC(=O)N(C[C@@H](C)CC#N)CC1 | 0.1% | -0.4% | 0.6%&-12.7% | 8.9 | -1.1% | -5.7%&4.5% | 7.1% | i | 18.7%

Single records, as listed above. Order of values: ATXN2 expr inh | Nrf2 activator | TGFb SMAD3 inh | IL1B secr inh | A549 tox | HepG2 viability | Nrf2 inh | S2 tox | MCF10A rerep
Entry for Cc1ccccc1OCCCCCNCCO : -5.0% | -0.2% | 9.8% | 0.9 | 0.2% | -25.3% | 1.7% | i | 24.7%
Entry for O=C(NCc1ccco1)c1cc(-c2ccco2)on1 : 1.9% | 23.0% | -2.0% | -19.6 | 15.4% | -14.7% | . | i | -1.0%

Screening results deposited in PubChem by National Center for Advancing Translational Sciences (NCATS).
